TDP1 block: qHTS Assay for Inhibitors of Tyrosyl-DNA Phosphodiesterase (TDP1). Tyrosyl-DNA phosphodiesterase 1 (Homo sapiens), Q9NUW8. AID 485290, 2010. hit rate 0.28% among 350,000. Potency, µM (series often up to 130 µM), inactives show top-dose activity change, negative = inhibition, most hits filed as inhibitors. recombinant TDP1, AlphaScreen DNA substrate cleavage; note: nearly all actives have a fitted effect of over 40% in size
Target sequence (Q9NUW8 whole entry, looked up): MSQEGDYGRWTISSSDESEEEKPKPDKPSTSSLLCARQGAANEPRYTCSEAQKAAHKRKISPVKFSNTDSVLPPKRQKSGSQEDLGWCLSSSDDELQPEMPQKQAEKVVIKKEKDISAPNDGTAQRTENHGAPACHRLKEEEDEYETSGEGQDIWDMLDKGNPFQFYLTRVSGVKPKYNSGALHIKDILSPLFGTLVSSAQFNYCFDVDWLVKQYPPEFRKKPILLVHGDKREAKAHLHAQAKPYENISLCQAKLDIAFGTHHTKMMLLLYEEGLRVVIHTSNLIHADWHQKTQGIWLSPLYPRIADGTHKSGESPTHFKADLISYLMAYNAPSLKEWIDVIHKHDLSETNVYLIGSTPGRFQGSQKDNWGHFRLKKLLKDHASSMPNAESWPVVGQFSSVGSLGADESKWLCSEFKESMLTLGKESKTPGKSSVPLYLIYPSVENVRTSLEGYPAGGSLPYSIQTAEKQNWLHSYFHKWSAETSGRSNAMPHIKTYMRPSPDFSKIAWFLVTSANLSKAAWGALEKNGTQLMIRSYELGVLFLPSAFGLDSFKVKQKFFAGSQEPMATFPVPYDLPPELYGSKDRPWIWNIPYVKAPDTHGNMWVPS
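Steps: enzyme plus compound, 15 min RT; add biotin/phosphotyrosine-FITC oligonucleotide (15 nM final), react 5 min; add donor/acceptor beads (10 ug/ml final), 10 min; read AlphaScreen. Tdp1 at 1 nM final.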
FEN1 inh: qHTS Assay for the Inhibitors of Human Flap endonuclease 1 (FEN1) | P39748 | Recombinant FEN1 flap cleavage, fluorescence, 15 min | Potency, µM (titrated, usually from 114 µM), for inactives: top-dose activity change, negative = inhibition, usual class: inhibitors | hit rate 0.35% among 390,000 | AID 588795, 2011; note: nearly all actives have a fitted effect of over 65% in size
Target sequence (P39748 whole entry, looked up): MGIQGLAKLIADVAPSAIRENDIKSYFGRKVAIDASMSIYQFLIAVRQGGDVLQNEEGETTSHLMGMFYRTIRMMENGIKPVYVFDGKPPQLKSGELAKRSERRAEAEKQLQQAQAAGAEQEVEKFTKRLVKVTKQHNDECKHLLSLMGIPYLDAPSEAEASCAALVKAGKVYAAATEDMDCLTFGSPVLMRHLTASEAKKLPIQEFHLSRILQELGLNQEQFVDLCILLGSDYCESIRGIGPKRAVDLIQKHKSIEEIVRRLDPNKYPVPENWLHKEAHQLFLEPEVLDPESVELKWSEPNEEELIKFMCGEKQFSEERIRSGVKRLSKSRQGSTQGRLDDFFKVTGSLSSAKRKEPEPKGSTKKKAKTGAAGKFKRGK
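Read-out was taken twice, immediately and after 15 min, following addition of 50 nM substrate to 10 nM FEN1 that had sat with test compound for 15 min at room temperature. Curves came from a four-parameter Hill model.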
N370S GC: qHTS Assay for Inhibitors and Activators of N370S glucocerebrosidase as a Potential Chaperone Treatment of Gaucher Disease; hit rate 0.092% among 330,000; N370S GC spleen homogenate, 4MU-glucoside fluorescence; AID 2101, 2009; Potency, µM (doses to about 59.4 µM), for inactives: at the highest dose activity change, negative = inhibition, hits mostly inhibitors; Lysosomal acid glucosylceramidase (Homo sapiens), P04062;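 note: 0% = full enzyme activity and -100% = no enzyme basal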
Starred values were filed as active, the others as inactive; ? = inconclusive; . = no result given; & = joins results of further samples; [ ] = dose if it differs, or a comment. Calls come from the whole dose curve; as a rule, active = well fitted curve in the direction sought with a large enough effect; inconclusive = small, poorly fitted or top-dose-only effect, or another doubt; inactive = no such curve, though single readings can be large; an effect the other way counts as inactive or inconclusive. Unless noted, % is set by controls: 0 for no effect and ±100 for the full control effect; potency is the fitted concentration of half-maximal effect.

| mol | TDP1 block | FEN1 inh | N370S GC |
| --- | --- | --- | --- |
| C/C=C/COC(=O)C1=C(C)NC(=O)NC1c1ccc2c(c1)OCO2 (configuration not stated) | . | 0% | 4% |
| COc1ccccc1NS(=O)(=O)c1cc(NC(=O)CCNC(C)=O)ccc1C | 0% | 6% | 3% |
| CCOc1cccc(-c2nnc3sc(COc4ccc(OC)cc4)nn23)c1 | 2% | -4% | 15% |
| COc1ccc(CCC(=O)Nc2cccc(S(=O)(=O)N3CCCCCC3)c2)cc1 | 4% | -16% | 2% |
| CCCCN(C)C(=S)Nc1ccsc1C(=O)OC | . | 18% | 1% |
| Cc1ccc(-c2nc(SC(C)C(=O)N3CCOCC3)n[nH]2)cc1 (configuration not stated) | 6% | -15% | -8% |
| Cc1c(CC(=O)NCCCC(=O)O)c(=O)oc2c(C)c3oc4c(c3cc12)CCCC4 | . | -18% | -25% |
| CCOC(=O)C1=C(C)NC(SCC(=O)Nc2nc(C)cs2)=C(C#N)C1c1cccs1 (configuration not stated) | 8% | . | -14% |
| Cc1ccc(C)c(N2CC(C(=O)OCC(=O)Nc3cc(C)on3)CC2=O)c1 (configuration not stated) | 4% | 14% | -3% |
| O=C(CC1SC(=NCc2ccccc2)NC1=O)Nc1ccccc1 (configuration not stated) | 6% | 0% | 1% |
| CCC(C)C(NC(=O)c1ccc(Cl)cc1)C(=O)O (configuration not stated) | 5% | -2% | 1% |
| CCOc1ccc2nc(Cl)c(C3CC(c4ccc(C)cc4)=NN3C(=O)CCCC(=O)O)cc2c1 (configuration not stated) | -4% | -17% | . |
| COC(=O)c1c(NS(=O)(=O)c2cccs2)sc2c1CCCC2 | 4% | -10% | -1% |
| CCOC(=O)c1ccc(NC(=O)CSc2ccc(-c3ccccn3)nn2)cc1 | 2%&8% | -23%&-10% | -13% |
| CCOC(=O)c1nn(-c2sc(C(=O)OC)c(C)c2C(=O)OC)cc1O | 4% | -7% | 9% |
| CCOc1ccc(NS(=O)(=O)c2ccc(NC(=O)C3CCCO3)cc2)cc1 (configuration not stated) | 4% | -14% | 12% |
| O=c1[nH]c(CSc2nnc3ccccn23)nc2cc(C(F)(F)F)ccc12 | 0% | . | -2% |
| CC(C)(C)c1nc(CN2CCOCC2)cc(CN2CCOCC2)c1O | 10% | 11% | -7% |
| CC(=O)Nc1ccc(NC(=O)c2ncoc2-c2ccco2)cc1 | -1% | -13% | . |
| CC1(C)CC(=O)C2=C(C1)OC(N)=C(C#N)C2c1cccs1 (configuration not stated) | -2% | 2% | -5% |
| O=C1NC(=O)/C(=C/C(=O)N2CCOCC2)S1 | 1% | -4% | 2% |
| CC1=C(C(=O)OCC(C)C)C(c2ccccc2Cl)NC(=O)N1C (configuration not stated) | -2% | 15% | -1% |
| COc1ccc(-c2nc(CNC(=O)NC3CCCCC3)c(C)o2)cc1 | -6% | 15% | . |
| Cc1ccc(C2CC(=O)NC(SCC(N)=O)=C2C#N)s1 (configuration not stated) | -5% | 15% | 9% |
| Cc1cc(-c2ccccc2)nc2oc(C(=O)NN)c(N)c12 | -4% | ? | 3% |
| CCOC(=O)C1CCCN(C(=O)c2[nH]c3ccc(OC)cc3c2C)C1 (configuration not stated) | . | 1% | -10% |
| CC1CCCCC1NC(=O)COc1ncnc2sccc12 (configuration not stated) | 0% | 17% | . |
| O=C(COc1ccc2ccccc2c1)NNC(=O)Nc1ccccc1F | . | 3% | -20% |
| COCCn1c(SCC(=O)NC2CCCC2)nnc1C(C)C | 2% | -4% | -9% |
| Cc1ccc(-c2nnc(SCC(=O)N3CCCC3)o2)cc1C | 4% | 22% | -6% |
| COc1ccc([C@@H]2Sc3cc(OC)ccc3N(CCN(C(C)C)C(C)C)C(=O)[C@H]2OC(C)=O)cc1 | -1%[56.1 µM] | -9% | -7% |
| CCCOc1ccc(CSc2n[nH]c(C)n2)cc1 | . | -2% | -3% |
| CC(=O)c1c(C)[nH]c(C(=O)Nc2ccc(C)cc2Br)c1C | 1% | 2% | -3% |
| COc1ccc(NC(=O)CSc2nc3c(c(=O)n(C)c(=O)n3C)n2C)c(OC)c1 | 14% | -24% | -4% |
| NC(=O)Cc1nc(-c2ccc(F)cc2)cs1 | . | -5% | 6% |
| O=C(CN1CCN(C(=O)c2ccco2)CC1)N1CCc2[nH]c3ccccc3c2C1 | 3% | 1% | -2% |
| O=C(CCc1c[nH]c2ccccc12)N1CCN(c2ccc(F)cc2)CC1 | 5% | 3% | 4% |
| CCc1ccc([C@@H]2CC=C(C(=O)O)[C@H](c3ccc(Br)cc3)N2S(=O)(=O)c2ccc(C)cc2)cc1 | -3% | ? | . |
| Cc1ccnc(NC(=O)Nc2ccc3c(c2)N(C)C(=O)CS3)c1 | . | 1% | 3% |
| Cc1ccc(-c2csc(Nc3ccc(S(N)(=O)=O)cc3)n2)o1 | 9% | -14% | 6% |

A second format for some results above.
O=C(CN1CCN(C(=O)c2ccco2)CC1)N1CCc2[nH]c3ccccc3c2C1
  TDP1 block: 3%
  FEN1 inh: 1%
  N370S GC: -2%
O=C(CCc1c[nH]c2ccccc12)N1CCN(c2ccc(F)cc2)CC1
  TDP1 block: 5%
  FEN1 inh: 3%
  N370S GC: 4%
CCc1ccc([C@@H]2CC=C(C(=O)O)[C@H](c3ccc(Br)cc3)N2S(=O)(=O)c2ccc(C)cc2)cc1
  TDP1 block: -3%
  FEN1 inh: ?
  N370S GC: .
Cc1ccnc(NC(=O)Nc2ccc3c(c2)N(C)C(=O)CS3)c1
  TDP1 block: .
  FEN1 inh: 1%
  N370S GC: 3%

(further entries)
Value order – TDP1 block | FEN1 inh | N370S GC
> FC(F)(F)c1cccc(Cn2nnnc2-c2cccc(C(F)(F)F)c2)c1
 : -2% | -24% | 1%
> CCCCCCCCCCCCOS(=O)(=O)O
 : 0%&13%&4% | . | 18%&21%
> O=C(CCNS(=O)(=O)c1cccs1)N1CCN(c2ccc(F)cc2)CC1
 : 12% | 13% | 0%
> CC1(C)CC(=O)C2=C(C1)NC(Nc1nc3ccccc3o1)=NC21CCCCC1
 : 1%&8% | 6% | 5%
> CCCCCCCCS(=O)CCC(=O)O (configuration not stated)
 : -2% | 4% | 18%
> Cc1cccc(N2CCN(c3ccc(N4C(=O)CCCC4=O)cc3[N+](=O)[O-])CC2C)c1 (configuration not stated)
 : 3% | -19% | -6%
> Cc1cc2nc(C)c(=O)n(C)c2cc1C
 : 8% | -5% | 13%
> CCN1CCc2c(OCC(=O)N3CCc4ccccc43)cccc2C1=O
 : 2% | . | -2%
> CO[C@H]1COC(=O)[C@H](C)NC(=O)C/C=C\[C@@H](C)[C@H](OC)COC(=O)C/C=C\[C@@H]1C
 : 9%[21 µM] | . | 0%[12.8 µM]
> COc1ccc(-c2cn3c(n2)sc2cc(C(=O)Nc4c(C)cccc4C)ccc23)cc1
 : -4% | -5% | .
> Cc1ccc(C2(c3ccccc3)NC(=O)N(CC(=O)NC3CCCCC3)C2=O)cc1C (configuration not stated)
 : -8% | 14% | -2%
> Cc1sc(-c2cc3ccccc3oc2=O)nc1-c1ccc(Cl)cc1
 : -3% | 20% | .
> CCOC(=O)CSCC(NC(=O)OC(C)(C)C)C(=O)OCC (configuration not stated)
 : 0% | 9% | 6%
> COc1ccc(-n2c(C)cc(=O)c3c2CC(C)(C)CC3=O)cc1
 : 3% | -3% | 6%
> CN(Cc1ccccn1)C(=O)CC1C(=O)NCCN1Cc1ccc(F)cc1Cl (configuration not stated)
 : 2% | 1% | -3%
> N=C1/C(=C\c2coc3ccc(O)cc3c2=O)C(=O)N=C2SC=CN12
 : 0% | 50µM* | -5%
> COc1ccccc1CNS(=O)(=O)c1ccc(-c2cnc(C3CC3)o2)cc1
 : 2%&6% | ? | -24%
> Cc1ccc(NC(=O)c2cc(N3C(=O)C=CC3=O)ccc2N2CCOCC2)cc1
 : 0% | -1% | -5%
> O=C(NCCNC(=O)C(F)(F)F)c1ccncc1
 : -2% | -17% | -3%
> CCc1ccc(CN(C)C(=O)c2ccc3c(=O)n4c(nc3c2)CCC4)cc1
 : 4% | 8% | -4%
> CCN(CC)c1ccc(NC(=O)CCCOc2cccc(C)c2)cc1
 : 6% | -13% | -3%
> O=C(NCc1cccs1)C1CCCN1S(=O)(=O)c1ccccc1F (configuration not stated)
 : 6% | 6% | -13%
> O=S(=O)(NCc1cccs1)c1ccc(Cl)s1
 : 3% | 14% | -3%
> Cc1cc(C(=O)NC2CCCc3ccccc32)ccc1[N+](=O)[O-] (configuration not stated)
 : 2% | -2% | -2%
> CCOC(=O)C1CCN(S(=O)(=O)c2cc3c4c(c2)CC(=O)N4CCC3)CC1
 : 5% | -2% | .
> Cc1ccc(-n2cc(C(=O)Oc3cccc(C)c3)c3ccccc3c2=O)cc1
 : 2% | -1% | .
> COc1ccc(Cn2ccc(=O)c(Cc3c(Cl)cccc3Cl)c2C)cc1
 : 9% | 0% | ?
> C#CCOCCOCCOCCNc1nc(N2CCN(C(=O)Cn3cc(CCCN=C(N)N)nn3)CC2)nc(N2CCN(C(=O)[C@H](C)n3cc(CCCN=C(N)N)nn3)CC2)n1
 : -1% | 0% | 13%
> COc1cccc(N(CC(=O)NC2CCCCC2)C(=O)c2snc(C(N)=O)c2N)c1
 : 16% | 1% | 2%
> COc1ccccc1NC(=O)Oc1cccc(OC(=O)c2ccccc2)c1
 : . | -1% | 2%
> COc1ccc(NC(=O)c2csnn2)cc1Cl
 : -4% | -2% | .
> CCN(C(=O)c1ccc2c(OC)n(CC)nc2c1)c1ccc(OC)cc1
 : 5% | -2% | -27%
> Cn1cnc2cc(NC(=O)c3cccs3)ccc21
 : 9% | 3% | -9%
> O=C1CC2(CCN(C(=O)COc3ccccc3F)CC2)Oc2ccccc21
 : . | 3% | -2%
> O=C(Nc1ccc(-c2csnn2)cc1)C1CC1
 : 1% | 7% | 2%
> COc1ccc(OC)c(C2C(C(=O)c3cccs3)=C(O)C(=O)N2CCN2CCOCC2)c1 (configuration not stated)
 : . | 17% | -25%
> Cc1ccc(C(=O)OC(C)CN2CCOCC2)cc1 (configuration not stated)
 : 6% | 8% | 13%
> Clc1ccc(CN2C3=NCCN3c3ccccc32)cc1
 : 3% | -3% | 3%
> CS(=O)(=O)C1=C(O)C(=O)N(CCCC(=O)O)C1c1ccccc1F (configuration not stated)
 : 2% | 2% | 6%[2.35 µM]
> CCOc1ccc(CC(=O)Nc2cccc(-c3ccc4nnc(C)n4n3)c2)cc1
 : 8% | 1% | 1%
> CCCC(O)c1nc2ccccc2n1CCCOc1ccc(Cl)cc1 (configuration not stated)
 : 9% | 2% | .
> COc1cccc(-c2c(C(=O)N/N=C/c3cccs3)nnn2-c2nonc2N)c1
 : 1% | -19% | -28%
> CCCOP(=O)(c1ccc(N(C)C)cc1)C(O)c1ccncc1 (configuration not stated)
 : -2% | -2% | 3%
> CCN1/C(=C/C(=O)c2ccco2)Sc2ccccc21
 : 0% | -12% | -1%
> O=C(CSc1nc2ccccc2c(=O)n1-c1ccc(SC(F)F)cc1)Nc1ccc(N2CCOCC2)cc1
 : 8% | 4% | 9%
> Cc1[nH]c2ccccc2c1C(O)c1ccncc1 (configuration not stated)
 : 4% | 1% | 3%
> O=C(CN1CCCCC1)NCCNc1ccc(C(F)(F)F)cc1[N+](=O)[O-]
 : 2% | 2% | 20%
> Cc1ccnc(NC(=O)Cn2cc([N+](=O)[O-])cn2)c1
 : 0% | 2% | 20%
> COc1ccc(C(=O)CSc2n[nH]c(C)n2)cc1[N+](=O)[O-]
 : 0% | 13% | -4%
> Cc1ccc2c(c1)C(c1ccc(F)cc1)N(C(=O)c1cccc(C(F)(F)F)c1)CC(=O)N2 (configuration not stated)
 : 0% | -25% | .
> Cc1ccc2nc(-c3ccc4c(c3)NC(=O)CO4)cn2c1
 : 5% | -9% | -5%
> Cc1cccc(-c2nc(Nc3ccc(O)cc3)c3ccccc3n2)c1
 : . | ? | ?
> CCc1ccc(CNC(=O)C2CCCN(S(=O)(=O)N3CC(C)CC(C)C3)C2)cc1 (configuration not stated)
 : 3% | 3% | -3%
> CCN(CC)CCN1C(=O)C(=O)/C(=C(/O)c2ccc(OC)c(OC)c2)C1c1ccccn1 (configuration not stated)
 : -2% | 1% | -1%
> CC(=O)NS(=O)(=O)c1ccc(NC(=S)NC(=O)Cc2ccccc2)cc1
 : -3% | -9% | 1%
> COc1ccc(-c2noc(-c3nnn(-c4ccc(C)cc4C)c3C)n2)cc1
 : 0% | 19% | .
> Cn1cccc1Cc1nnc(SCC(=O)NC2CCCC2)n1-c1ccc(F)cc1
 : 0% | 20% | -3%
> O=C(N/N=C/c1sc(=O)n(-c2ccccc2)c1Cl)c1ccncc1
 : 6% | -6% | 9%
> Cc1cc2[nH]c(=O)c(=O)[nH]c2cc1S(=O)(=O)NC1CCC(C)CC1 (configuration not stated)
 : 1% | -20% | ?
> O=C(c1sccc1-n1cccc1)N1CCCC1
 : 7% | -6% | -4%
> Cc1cccc(N2CCN(C(=O)Cn3ncc4c5ccccc5n(C)c4c3=O)CC2)c1C
 : -3% | 17% | .

Bioassay records as filed in PubChem BioAssay.
